Screens as filed in PubChem.
GSK3B inh – human GSK3beta kinase inhibition; P49841; GST-GSK3beta kinase, ADP-Glo luminescence, 60 min; stronger effect = lower value; activity score (negative = inhibition), % at 10 µM; 300,000 tested, 0.038% active;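 active = more than half of replicate wells score below -50%, meaning over 50% inhibition versus plate controls; inconclusive = some replicates but at most half score below -50%; inactive = no replicate scores below -50%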;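 note: 0% = median DMSO wells and -100% = median GW8510 positive control wells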
Target sequence (P49841 whole entry, looked up): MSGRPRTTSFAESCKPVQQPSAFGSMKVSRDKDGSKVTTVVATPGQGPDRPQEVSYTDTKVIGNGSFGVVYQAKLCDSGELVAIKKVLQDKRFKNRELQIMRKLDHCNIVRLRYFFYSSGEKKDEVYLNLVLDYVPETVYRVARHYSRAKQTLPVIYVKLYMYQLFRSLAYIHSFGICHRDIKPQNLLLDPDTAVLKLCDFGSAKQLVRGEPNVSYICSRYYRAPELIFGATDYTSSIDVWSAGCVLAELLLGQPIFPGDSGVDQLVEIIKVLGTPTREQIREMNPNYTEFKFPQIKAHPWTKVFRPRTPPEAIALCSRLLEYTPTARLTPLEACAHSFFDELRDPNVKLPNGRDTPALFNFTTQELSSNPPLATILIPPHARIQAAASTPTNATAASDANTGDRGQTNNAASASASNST
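Test system: GST-tagged human GSK3beta kinase, cell-free; evaluation: activity score scaled between in-plate DMSO and GW8510 controls; measured by: ADP-Glo luminescence; incubation: 60 min reaction, RT; benchmarks: DMSO and 20 µM GW8510; reagent: peptide substrate plus 25 µM ATP (final); medium: Tris/MgCl2 kinase buffer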
KLF5 inhibitor – kruppel-like factor 5 inhibition; DLD-1 KLF5 promoter-luciferase reporter, luminescence; inhibition, % at 5 µM; 290,000 tested, 0.23% active;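 active = inhibition above a per-plate limit of that plate's mean compound inhibition plus 3 SD, cut at about 60% in these data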;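 note: 0% = DMSO wells and 100% = LY294002 at 200 µM; higher means less KLF5 promoter-driven luciferase light; inactives centre near -14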
aSyn 5UTR inh – 5' untranslated region of α-synuclein, MLPCN primary screen; alpha-synuclein 5'UTR reporter, inhibitor activity; inhibition, % (tested at 7.5 µM); 300,000 tested, 0.82% active; in the data active = inhibition above about 60%; inconclusive = no clear call, values can overlap the other calls;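 note: H4 neuroglioblastoma cells stably carrying SNCA 5'UTR luciferase fusion; 0% = DMSO wells and 100% = positive control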
IEC-6 cytotox – counter-screen for KLF5 inhibitors: cytotoxicity in IEC-6 cells. IEC-6 cytotoxicity, luminescence viability. inhibition, % at 5 µM. 290,000 tested, 0.78% active. AID 1825; in the data active = inhibition above about 22%;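 note: 0% = plate median of test compound wells and 100% = cytotoxic reference compound wells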
HSP90 inh – inhibitors of HSP90 luciferase refolding in rabbit reticulocyte lysate. luciferase refolding luminescence, 3 h. inhibition, % at 5.6 µM. 290,000 tested, 0.91% active. AID 1789;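 active = inhibition above the screen-wide mean plus 3 SD, computed separately per campaign, cut at about 16% in these data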;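 note: 0% = DMSO wells and 100% = 60 µM geldanamycin wells; inhibitors lower the luminescence because luciferase stays unfolded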
HSF1 inh – HSF1 inhibition; activity change, negative = inhibition, % at 7.5 µM (by protocol); NIH3T3-HGL HSE-luciferase, MG132-induced, luminescence 8 h; stronger effect = lower value; 300,000 tested, 0.77% active;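 active = more than half of replicate wells show activity change below -50%, luminescence cut by over half; inconclusive = some wells, but at most half, below -50%; inactive = no replicate well below -50%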;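 note: luciferase reports HSF-1 transcriptional activity via heat shock element; 0% = median of DMSO wells and -100% = zero luminescence signal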
HSF1 activator – increases HSF-1 driven luciferase reporter signal; NIH3T3-HGL HSF-1 luciferase reporter, MG132, 8 h; 100% = twice DMSO control signal; 300,000 tested, 1.7% active; activation, % at 9 µM;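 active = mean replicate activation of at least 50% with a set share of replicates each reaching 50%; inconclusive = only one of those two conditions met; inactive = mean below 50% and too few replicates reaching it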;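 note: 0% = median of the neutral control wells and 100% = twice that signal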
Platelet DG rel – modulates dense granule release in human platelets. human platelet-rich plasma, SFLLRN dense granule ATP release, luminescence. inhibition, %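 (compounds screened at 7.5 µM in platelet-rich plasma)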. 300,000 tested, 0.22% active;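 active = mean replicate score, as percent of positive control, at or above 50; inconclusive = mean below 50 but at least one replicate at or above 50; inactive = mean and every replicate below 50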
Dyrk1A ADPGlo – Dyrk1A (rat) kinase inhibition; ADP-Glo luminescence, NFATc1 peptide; inhibition, % at 12.5 µM; 310,000 tested, 0.43% active; Q63470; AID 504441; in the data active = inhibition above about 50%;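 note: plate controls were vehicle with enzyme for no effect and no enzyme for full effect; many of its hits are not listed in these tables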
GSK3A inh – human GSK-3 alpha kinase inhibition; P49840; ADP-Glo luminescence, 60 min; inhibition, % at 10 µM; 320,000 tested, 0.1% active; AID 2650;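 in the data active = inhibition above about 50%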;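 note: GST-tagged GSK-3 alpha with peptide substrate and 25 µM ATP; 0% = DMSO neutral wells and 100% = GW8510 positive control wells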
Target sequence (P49840 whole entry, looked up): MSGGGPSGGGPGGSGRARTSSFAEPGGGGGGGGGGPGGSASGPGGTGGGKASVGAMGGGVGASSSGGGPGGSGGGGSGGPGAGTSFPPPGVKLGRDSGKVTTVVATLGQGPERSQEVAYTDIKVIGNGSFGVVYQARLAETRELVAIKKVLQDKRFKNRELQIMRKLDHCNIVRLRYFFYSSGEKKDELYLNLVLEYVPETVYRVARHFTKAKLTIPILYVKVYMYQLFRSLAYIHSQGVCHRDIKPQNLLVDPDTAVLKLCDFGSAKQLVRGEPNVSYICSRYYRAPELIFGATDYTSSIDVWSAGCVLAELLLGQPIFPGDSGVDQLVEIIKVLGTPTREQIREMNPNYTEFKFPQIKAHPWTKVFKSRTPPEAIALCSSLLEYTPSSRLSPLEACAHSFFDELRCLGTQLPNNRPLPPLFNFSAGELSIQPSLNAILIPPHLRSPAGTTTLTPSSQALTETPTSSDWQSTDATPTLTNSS
Starred values were filed as active, the others as inactive; ? = inconclusive; / = not tested or not shown. This is a subset; rates above refer to the full screens.

molecule	GSK3B inh	GSK3A inh	aSyn 5UTR inh	HSP90 inh	KLF5 inhibitor	HSF1 inh	IEC-6 cytotox	HSF1 activator	Platelet DG rel	Dyrk1A ADPGlo
CC(=O)Nc1ccccc1OC(C)C(=O)N1CC(C)CC(C)C1 (stereo not drawn)	2	2	-12	-1	-3	56	-8	114*	5	-2
COCCNC(=O)NC(=O)CN1C(=O)NC(Cc2c[nH]c3ccccc23)C1=O (stereo not drawn)	1	-1	4	-4	-6	-6	5	1	-2	-2
O=C(Nc1nc(-c2ccccc2)cs1)c1ccccc1F	2	-4	-135	2	-122	14	4	43	-2	3
CSCCC(=O)N1CCCC(CO)(CCCc2ccccc2)C1 (stereo not drawn)	-9	1	3	2	-10	-3	0	-5	1	1
CCOC(=O)CNC(=O)CSc1nc(Cc2cccs2)nc2ccccc12	-2	-2	11	2	2	17	-10	24	10	3
Cc1cccc(C)c1NC(=O)c1c(C)nn(-c2ccccc2)c1Cl	0	-2	20	-1	-18	-1	-7	-2	-6	-10
CC(C)CCN1C(=O)c2ccc(C(=O)NCC3CCCO3)cc2C1=O (stereo not drawn)	-3	1	-13	-3	-7	9	2	16	-14	0
O=C(C1CCN(S(=O)(=O)c2ccccc2)CC1)N(CCc1ccccc1)Cc1ccco1	-1	-2	22	0	-5	-18	-13	-34	6	3
C#CC(C)OC(=O)C(C)NC(=O)c1ccccc1 (stereo not drawn)	3	-1	-5	/	/	0	/	-6	-7	-1
O=C(Cn1cnc2ccccc2c1=O)NCCC(=O)N1CCN(Cc2ccccc2)CC1	2	/	-11	3	-14	-4	-12	-7	0	-6
Cc1ccc(N2CCN(C(=O)N3CCCC3)CC2)cc1Cl	-1	-4	18	-2	-24	-3	-6	-10	-8	4
COC(=O)c1ccc(NC(=O)C[n+]2ccccc2)cc1	-2	-2	-12	-3	-37	0	-5	0	/	5
O=C(COc1ccccc1Cl)NNC(=O)c1cc(S(=O)(=O)N2CCOCC2)ccc1N1CCCC1	-3	1	-1	1	-20	0	-2	7	14	2
CCn1ccnc1CN1CCc2c([nH]c3ccccc23)C1C1CCCCC1 (stereo not drawn)	0	-1	-14	-3	-14	6	-3	2	1	-4
CSc1nsc(SCc2cnc(C)nc2N)n1	2	-1	-20	1	0	11	-2	14	-3	8
O=C(Cn1cc2c(n1)CCCC2)N1CCCC1	0	/	-4	-1	-38	-11	-4	-9	-7	5
Cc1c(Cl)cnc(NC(=O)COC(=O)C(NC(=O)c2ccco2)C(C)C)c1Cl (stereo not drawn)	2	-4	-14	-1	-8	0	-7	-1	1	-3
O=C(O)c1cc(NC(=O)c2cccc(N3C(=O)c4ccccc4C3=O)c2)cc(C(=O)O)c1	3	-20	7	-2	-59	-4	6	10	8	-3
S=C(NC1CCCCC1)N1CCN(C2CCCCC2)CC1	-20	-2	1	0	-5	-7	4	-18	-47	14
CCOC(=O)c1nn(-c2ccccc2C)c(=O)c2c(N)scc12	5	-5	-26	2	-9	-2	4	-4	-3	-5
CCOc1ccc(N2CCCn3c2nc2c3c(=O)n(CCc3ccccc3)c(=O)n2C)cc1	2	/	-19	1	-23	2	2	0	-1	/
COc1ccc(C(=O)CCC(=O)N2CCN(c3ccc(C)cc3)C(C)C2)cc1 (stereo not drawn)	0	-3	-1	0	-32	-4	0	-11	19	-1
COc1cc(C(=O)Nn2c(C)nc3ccccc3c2=O)cc(OC)c1OC	2	-3	7	6	-17	-3	0	-18	-7	3
CCCCC(C(=O)OCC(=O)c1ccc(OC)cc1)N1C(=O)c2ccccc2C1=O (stereo not drawn)	-1	-2	0	6	8	3	-1	5	-4	-3
Cc1ccc(S(=O)(=O)NN2C(=O)c3ccccc3NC2c2ccccn2)cc1 (stereo not drawn)	2	1	1	1	-31	-4	0	-11	-3	1
C/C(CC(=O)Nc1ccc(Cl)cc1Cl)=N\NC(=O)c1ccco1	1	-2	-26	0	-35	17	3	14	-4	-7
COc1cc(/C=C2\CCC(C3CCCC3)C2=O)cc(OC)c1OC (stereo not drawn)	0	1	17	-2	-49	2	-2	17	6	1
O=C(Nc1ccccc1Cl)c1cccc(COc2cc(Cl)ccc2Cl)c1	-1	-1	-120	1	-126	-10	-5	-10	-10	-3
CC(=O)Oc1ccccc1C(=O)OCCN=C1NS(=O)(=O)c2ccccc21	1	-2	8	2	-4	-3	2	-8	-7	-1
CC(C)n1c(O)c(N=NC(=O)c2ccccc2NS(=O)(=O)c2cccs2)c2ccccc21	0	/	5	4	-25	7	2	18	0	0
COc1ccccc1NC(=O)NC1(C(=O)N2CCC(O)CC2)CCCCC1	3	-2	-9	-2	-10	2	-2	-5	0	2
COC(C[C@@H](O)[C@H](C)[C@@H](O)COCc1ccccc1)OC	0	/	0	/	/	-3	/	6	-3	-3
COc1ccc(/C=C(/NC(=O)c2ccccc2)C(=O)N2CCOCC2)cc1OC	6	5	7	2	7	-1	-4	7	-12	-2
Cc1ccccc1NS(=O)(=O)c1cc(C(N)=O)ccc1C	3	2	10	-2	-4	0	1	5	-2	6
CCOC(=O)C1CCN(C(=O)C2CCN(C(=O)c3ccc([N+](=O)[O-])cc3)CC2)CC1	3	-5	-2	5	-8	-2	-1	15	16	/
CCCCCCOc1ccc(N2C(=O)CC(N3CCN(C(=O)c4ccco4)CC3)C2=O)cc1 (stereo not drawn)	4	0	20	3	-15	-3	-1	8	4	6
Cc1ccc(-c2cc(C(=O)NCCCN3CCOCC3)c3ccccc3n2)cc1C	-2	1	-4	-5	-30	12	0	16	-4	-3
Cc1cc(NC(=O)COC(=O)C2CCC2)no1	2	-1	5	2	-26	-1	-3	5	-4	0
Cc1ccc(S(=O)(=O)C2C(=O)N(C)C3(C)CC2c2ccccc2O3)cc1 (stereo not drawn)	1	0	13	4	9	-3	10	4	-8	0
FC(F)Oc1ccc(-n2cc(-c3ccccc3)[n+]3c2CCCCC3)cc1	2	0	-1	3	-9	-3	-2	8	16	4
O=C(CC1(C(=O)O)CCCC1)N1CCOCC1	0	0	2	1	-2	-14	0	-12	-4	-3
O=[N+]([O-])CC(=Nc1ccc(F)cc1)N/N=C\c1oc(O)c2ccccc12	1	-1	-28	0	-7	0	2	-12	7	/
CCOc1cccc(C(=O)Nc2ccccc2OC(F)F)c1	0	-3	-25	-1	-18	6	-1	4	-2	-1
CC(C)(C)c1cc(N2CCOCC2)n2ncc(-c3ccccc3)c2n1	1	0	19	-3	-40	-1	5	2	3	1
CCNc1nc(NC(C)(C)C)nc(N2CCCCC2)n1	3	-2	25	0	1	2	0	-7	-7	0
CCOC(=O)c1cnc2c(c(C)nn2CC)c1Cl	-2	-1	-1	-1	-18	-2	4	-2	-3	/
CCOC(=O)c1c(CCl)nc2ccccc2c1C	-1	-3	-29	2	8	0	4	4	4	/
CC(C)CCNC(=O)CCc1nnc(COc2ccccc2)o1	6	/	-2	1	-3	6	-2	10	-4	-2
CC(C)c1cccc(C(C)C)c1NC(=O)CN1CCCC1	1	-2	-2	-3	-10	-4	5	-14	8	6
CC(NC(=O)COc1ccccc1)C(c1ccccc1)N1CCN(C)CC1 (stereo not drawn)	2	-1	-3	-1	4	-5	0	0	-1	6
CCCc1cc(=O)[nH]c(Nc2ccc3c(c2)OCCO3)n1	1	2	-46	4	-28	?	-3	-51	0	4
CCn1c(/C=C/c2ccccc2C)nc2ccccc2c1=O	1	-1	-42	3	-10	10	4	15	-3	4
COc1ccc(S(=O)(=O)Cc2ccc(C(=O)NC3CCCCC3)o2)cc1	0	-2	-9	-3	1	-8	10	-4	10	2
CC(Sc1nncn1C)C(=O)Nc1ccccc1-c1ccccc1 (stereo not drawn)	0	0	-2	-4	-44	-2	1	-12	-17	-6
CN1CCN(c2ccccc2NC(=O)c2ccc(-c3ccccc3)cc2)CC1	0	0	-12	1	-33	-1	-2	2	0	2
Cc1ccc(N(CC(=O)NC2CC3CCC2C3)S(C)(=O)=O)cc1C (stereo not drawn)	2	-3	13	2	-25	-6	0	-2	4	6
CN(CC(=O)Nc1ccccc1Cl)C(=O)c1cc(=O)[nH]c2ccccc12	-3	3	30	-2	-35	-5	4	-2	-1	2
CCCC[C@@H]1CN=C(N)N1CCc1cccc(F)c1	-5	5	-2	/	/	-8	/	-14	0	4
COc1ccc(/C=C/C(=O)NCCSCc2ccco2)cc1	3	0	7	-5	-12	0	-5	19	3	-4
COc1cccc(OCC(=O)NNC(=O)C(=O)Nc2cccc(C)c2)c1	4	2	-61	-7	-40	-47	-1	-57	-3	/

Further structures:
molecule	GSK3B inh	GSK3A inh	aSyn 5UTR inh	HSP90 inh	KLF5 inhibitor	HSF1 inh	IEC-6 cytotox	HSF1 activator	Platelet DG rel	Dyrk1A ADPGlo
CC(O)(C#CCN1CCOCC1)c1ccccc1 (stereo not drawn)	2	/	-6	2	0	-1	-6	-1	-1	-1
C/C(=N/NC(=O)c1ccccc1)c1ccc(NC(=O)C(F)(F)F)cc1	1	1	-69	2	-40	20	14	40	1	-2
CN(CCC1CCOCC1)C(=O)CC1C(=O)NCCN1CC1CCCCC1 (stereo not drawn)	-1	-2	3	1	-22	-4	-12	1	10	-5
COc1ccc(/C=C2/C(=O)N(c3cccc(F)c3)N=C2C)c(OC)c1	0	2	11	4	-21	1	-2	-5	-2	4
CSC1=C(C#N)C(c2ccncc2)C(C(=O)Nc2ccccc2)=C(C)N1 (stereo not drawn)	-1	-2	-18	10	-24	-6	6	-9	-4	6
Cc1ccsc1/C=N/Nc1ccc(F)cc1F	3	-4	-176	6	-3	12	5	19	3	4
O=C(OCc1ccc2c(c1)OCO2)c1ccc(S(=O)(=O)N2CCCCC2)cc1	-1	-2	-3	-3	-16	-1	-4	1	-1	0
O=C(COc1ccccc1[N+](=O)[O-])NCc1cccnc1	2	-1	-30	2	-2	-4	0	-19	7	-1
CC1CCCC(C)N1/N=C/c1cc(Br)c(O)c(Br)c1 (stereo not drawn)	2	3	-2	-6	-4	-6	-5	-10	-3	/
CCN(CC(=O)NCc1cccs1)C(=O)c1ccccc1Cl	3	-3	25	5	-29	-1	6	-9	5	/
O=C(Nc1ccc(Cc2ccncc2)cc1)c1ccc(N2CCOCC2)c([N+](=O)[O-])c1	3	1	-4	6	8	-3	1	-4	-2	-3
CCn1c(NCc2cccc(OC)c2OC)nc2ccccc21	3	0	-32	-1	-31	5	6	6	0	4
